Screening results deposited in PubChem BioAssay by National Center for Advancing Translational Sciences (NCATS).
Akt phos inh = blocks phosphorylation of Akt; Neuro2A IGF-stimulated pAkt S473 HTRF, 20 min; active compounds read low; activity change, % for hits at 50 µM; 360,000 tested, 0.32% active; AID 651550; in the data active means activity change below about -80%; inconclusive means mostly about -51% to -80%; further: on the % scale 0 is the no-effect control and ±100 the full control effect
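Single-point screen (50 µM final compound) in Neuro2A cells stimulated 20 min with 6 nM IGF at 37 deg C. After lysis, Ser473-phosphorylated Akt read by HTRF (ex 330 nm, em 615/665 nm) as the 665/615 ratio.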
TGFb SMAD3 inh = inhibitors of TGF-b signaling; HepG2 CAGA-GFP TGF-b/SMAD3 reporter, GFP fluorescence, 18 h; TGF-beta stimulated, 500 pg/mL final; Potency, µM (doses to about 46.1 µM), for inactives: at the top dose activity, negative = inhibition, most hits filed as inhibitors; 410,000 tested, 1.2% active; AID 588855; further: potency means the concentration at half of the fitted maximal effect; on the % scale 0 is the no-effect control and ±100 the full control effect; nearly all actives have a fitted effect of over 65% in size
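TGF-beta reporter screen: HEPG2 CAGA-GFP, 1% FBS, 500 pg/mL TGF-beta final, 18 h; per-cell GFP summed per well; curves fitted and categorized by class.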
Nrf2 block = blocks Nrf2 signaling; A549 ARE-Fluc reporter, luciferase luminescence, 18-24 h; Potency, µM (highest dose often 46 µM), without a hit: at the top dose activity change, negative = inhibition, usual class: inhibitors; 360,000 tested, 2.1% active; AID 504444; further: potency means the concentration at half of the fitted maximal effect; on the % scale 0 is the no-effect control and ±100 the full control effect; nearly all actives have a fitted effect of over 60% in size
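Nrf2 function is reported as luminescence of an ARE-controlled luciferase in A549 cells. Compounds were tested at several concentrations, and a CellTiter-Fluor read on the same wells flagged cytotoxicity.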
EPAC2 antagonist = antagonists of human EPAC2; EPAC2 GEF exchange of Rap1B-BODIPY-GDP, fluorescence; Potency, µM (top dose mostly 114 µM), without a hit: top-dose activity, negative = inhibition, actives largely listed as inhibitors; 360,000 tested, 0.18% active; AID 720708; further: potency means the concentration at half of the fitted maximal effect; on the % scale 0 is the no-effect control and ±100 the full control effect; nearly all actives have a fitted effect of over 45% in size; many of its hits are not listed in these tables
Target sequence (Q8WZA2 whole entry, looked up): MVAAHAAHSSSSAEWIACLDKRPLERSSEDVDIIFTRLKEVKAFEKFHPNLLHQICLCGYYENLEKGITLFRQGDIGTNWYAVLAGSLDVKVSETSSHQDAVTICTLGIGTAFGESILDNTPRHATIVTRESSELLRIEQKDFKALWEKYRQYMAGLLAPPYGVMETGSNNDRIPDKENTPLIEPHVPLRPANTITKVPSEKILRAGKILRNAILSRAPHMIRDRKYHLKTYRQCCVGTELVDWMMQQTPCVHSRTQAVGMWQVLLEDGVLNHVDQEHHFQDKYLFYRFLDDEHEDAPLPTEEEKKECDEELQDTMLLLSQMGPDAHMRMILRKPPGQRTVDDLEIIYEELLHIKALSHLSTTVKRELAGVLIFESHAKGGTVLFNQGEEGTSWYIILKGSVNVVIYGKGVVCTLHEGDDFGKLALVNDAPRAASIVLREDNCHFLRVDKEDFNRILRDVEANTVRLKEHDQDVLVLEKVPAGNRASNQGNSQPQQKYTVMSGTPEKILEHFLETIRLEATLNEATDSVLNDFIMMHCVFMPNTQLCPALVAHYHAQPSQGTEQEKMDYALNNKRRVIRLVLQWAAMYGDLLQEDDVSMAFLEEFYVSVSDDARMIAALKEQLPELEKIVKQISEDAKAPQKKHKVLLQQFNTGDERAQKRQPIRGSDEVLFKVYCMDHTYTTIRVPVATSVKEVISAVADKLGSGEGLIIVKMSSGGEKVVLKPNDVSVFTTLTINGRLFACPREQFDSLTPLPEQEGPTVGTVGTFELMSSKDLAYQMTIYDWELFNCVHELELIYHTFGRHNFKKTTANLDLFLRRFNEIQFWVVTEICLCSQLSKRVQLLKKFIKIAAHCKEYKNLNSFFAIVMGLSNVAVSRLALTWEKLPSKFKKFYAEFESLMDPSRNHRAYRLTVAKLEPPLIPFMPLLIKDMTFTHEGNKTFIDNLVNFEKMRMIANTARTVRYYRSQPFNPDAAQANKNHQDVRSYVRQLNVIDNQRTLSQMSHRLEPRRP
Nrf2 activator = activates Nrf2 signaling | AREc32 ARE-luciferase reporter (MCF7-derived line), luminescence, 24 h | Potency, µM (titrated, usually from 46.1 µM), for inactives: top-dose activation, actives largely listed as activators | 410,000 tested, 0.31% active | AID 624171; further: potency means the concentration at half of the fitted maximal effect; % of control where 0% means no effect; nearly all actives have a fitted effect of over 65% in size
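AREc32_Fluc, 1000 cells/well, OPTI-MEM + 5% FBS, o/n 37 deg C 5% CO2; 23 nL cpd by pin tool, 24 hr; Steady-Glo 30 min RT, luminescence.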
A549 tox = A549 cytotoxicity, counter-screen for Nrf2 inhibitors | Potency, µM (titrated, usually from 46 µM), for inactives: top-dose activity change, negative = cytotoxicity, most hits filed as inhibitors | A549 ARE-Fluc cells, CellTiter-Fluor viability, 18-24 h | 390,000 tested, 0.16% active; further: potency means the concentration at half of the fitted maximal effect; on the % scale 0 is the no-effect control and ±100 the full control effect
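Cytotoxicity counterscreen: CellTiter-Fluor fluorescence was measured in A549 ARE_Fluc cells after 18-24 h of compound exposure in a concentration series. The subsequent BugLite luminescent read reports ARE-luciferase activity.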
EPAC2 agonist = activates human EPAC2 exchange factor. Q8WZA2. EPAC2 activation, biochemical qHTS; response scale: 100% = 6.5 mM cAMP response. Potency, µM (titrated, usually from 154 µM), for the others: at the top dose activation, usual class: activators. 360,000 tested, 0.079% active. AID 720711; further: potency means the concentration at half of the fitted maximal effect; nearly all actives have a fitted effect of over 50% in size
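In this primary screen, activation is scored as increased exchange of BODIPY-GDP from Rap1B by 100 nM EPAC2, with 50 uM GDP as competitor. Signal is normalized to the 6.5 mM cAMP agonist control.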
CCT chaperon mod = cytosolic chaperonin activity modulation; purified chaperonin ATPase assay, HTRF ADP detection, 30 min; AID 651819; 360,000 tested, 0.3% active; activity change, % (concentration not given with the values), hits read low; in the data active means activity change below about -30%; further: on the % scale 0 is the no-effect control and ±100 the full control effect
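TRiC at 40 or 20 nM final (batch-dependent) in 30 mM Tris pH 7.4, 100 mM KCl, 5 mM MgCl2, 1 mM DTT, with compound at single 76 uM and 10 uM ATP, 30 min at 37 deg C. ADP detected by HTRF Transcreener, 665/615 ratio.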
Mm-Cpn inhibitor = M. maripaludis TRiC chaperonin inhibition; purified Mm-Cpn ATPase, ADP Transcreener TR-FRET; Potency, µM (titrated, usually from 76.9 µM), for the others: at the highest dose activity, negative = inhibition, hits mostly inhibitors; 330,000 tested, 0.031% active; AID 504842; further: potency means the concentration at half of the fitted maximal effect; on the % scale 0 is the no-effect control and ±100 the full control effect; nearly all actives have a fitted effect of over 80% in size
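TR-FRET (320 nm excitation; 590 and 665 nm emission) reports ADP made from 10 uM ATP by 25 nM enzyme; compounds were preincubated 10 min, reaction run 30 min, both at 37°C.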
* = called active by the depositor; i = inactive; ? = inconclusive; · = no result given; & = joins results of further samples; [ ] = remark or other dose. Unless noted, the call rests on the fitted dose curve; in most records, active means well fitted curve in the direction sought with a large enough effect; inconclusive means small, poorly fitted or top-dose-only effect, or another doubt; inactive means no such curve, though single readings can be large; an effect the other way counts as inactive or inconclusive. Not all compounds are listed; rates above refer to the full screens.

Each structure is followed by: EPAC2 agonist	Nrf2 block	A549 tox	Mm-Cpn inhibitor	Akt phos inh	Nrf2 activator	TGFb SMAD3 inh	EPAC2 antagonist	CCT chaperon mod
> COc1cc(/C=C(\C#N)C(=O)N2CCc3ccccc32)ccc1O
    17.6%	1.3%	-1.0%	1.3%	i	-0.3%	22.0%	2.6%	-2.2
> O=C(Cn1cnc2ccccc2c1=O)N1CCN(c2ccc(F)cc2)CC1
    14.7%	-3.8%	6.2%	1.7%	i	0.0%	-1.1%	0.7%	-20.1
> Cc1cc(NC(=O)C(C)Sc2nc(-c3cccs3)nc3ccccc23)no1 (centres undefined)
    -3.9%	?	-10.3%	-15.4%	i	5.0%	?	8.0%	0.3
> CCOC(=O)c1ccc2c(c1)N(Cc1ccc(F)cc1Cl)C(=O)c1ccccc1S2(=O)=O
    ·	-4.2%	1.4%	·	·	-0.5%	1.5%	·	·
> COc1ccccc1C1CCCN1Cc1nc(-c2ccc(C)s2)oc1C (centres undefined)
    0.4%	?	-2.9%	-4.2%	i	-0.3%	?	2.1%	-0.4
> Cc1ccc(S(=O)(=O)N(Cc2ccccc2)c2ccccc2C(=O)N2CCCCC2)cc1
    9.4%	?	-13.4%	-0.3%	i	4.5%	-9.1%	-2.4%	0.6
> CCOc1ccc(N2C=Nc3ccc(OCC)cc3C2)cc1
    3.6%	0.2%	-4.3%	-0.3%	i	8.2%	?	2.4%	1.8
> Cc1nc(C(=O)Nc2cccc(Cl)c2Cl)nn1-c1cc(OC(C)C)c(Cl)cc1Cl
    3.5%	5.4%	8.4%	?	i	0.0%	?	-4.4%	1.6
> CC(C)CCOc1ccc(-c2c(=O)n(OCc3ccc([N+](=O)[O-])cc3)c3ccccc3[n+]2[O-])cc1
    -2.9%	0.0%	-11.9%	0.2%	i	0.1%	2.5%	5.3%	-0.6
> O=C1OC(Nc2ccc3c(c2)OCO3)c2ccccc21 (centres undefined)
    11.8%	?	-16.8%	-2.2%[15.4 µM]	i	11.2µM*	?	-3.0%	-1.4
> Cc1nc(/C(N)=N/OC(=O)c2cccc(Cl)c2)c(C(F)(F)F)o1
    2.3%	13.9%	-2.3%	-0.9%	i	17.6%	-22.2%	-13.9%	-2.9
> CCN(CC(=O)NCc1cccs1)C(=O)c1ccc(S(=O)(=O)Nc2ccccc2C)cc1
    5.1%	13.9%	10.7%	1.3%	i	0.1%	7.1%	-8.2%	-1.4
> Cc1ccc2[nH]c3c(=O)n(CCCN4CCOCC4)cnc3c2c1
    -2.3%	17.1%	0.5%	1.0%	i	-0.4%	-17.6%	4.5%	-0.1
> COc1ccccc1C(=O)NCCn1cc(SCC(=O)NCC2CCCO2)c2ccccc21 (centres undefined)
    2.8%	-7.1%	-4.4%	-0.4%	i	-0.2%	0.0%	2.2%	-3.1
> Cc1ccc(S(=O)(=O)N2CCN(S(=O)(=O)N3CCCCC3)CC2)c(C)c1
    0.1%	?	-1.6%	-0.4%	i	-0.1%	-19.7%	13.0%	-3.7
> O=C(NCc1ccc2c(c1)OCO2)c1ccc2c(c1)C(=O)N(Cc1cccnc1)C2=O
    9.1%	·	2.0%	-0.1%	i	0.2%	-1.1%	-0.4%	-0.4
> OC1COC(OCC2OC(OCc3ccccc3)C(O)C(O)C2O)C(O)C1O (centres undefined)
    -0.2%	-3.3%	-2.7%	·	i	-0.2%	9.2%	9.5%	0.2
> C/C=C/C(=O)Nc1ccccc1Br
    14.5%	?	-3.4%	0.9%	i	0.1%	-0.3%	-2.1%	-2.0
> O=C(O)c1ccc(Cn2cc(C(F)(F)F)ccc2=O)cc1
    2.1%	2.9%	2.4%	-4.1%	i	-0.3%	-1.3%	2.3%	0.7
> Cn1c(N)c(C(=O)CSc2nnc(NC3CCCCC3)s2)c(=O)n(C)c1=O
    -11.9%	-13.7%	-0.4%	-1.6%	i	0.1%	8.6%	-9.5%	0.5
> COc1ccc(CCNC(=O)Cn2nc(C(=O)O)c3ccccc3c2=O)cc1OC
    3.8%	3.3%	-1.3%	2.0%	i	0.3%	10.9%	6.0%	1.1
> O=C(O)CCCCCNC(=O)/C=C/c1ccco1
    2.6%	0.5%	3.5%	-3.8%	i	-0.6%	-3.6%	-5.4%	0.9
> CCOC(=O)c1ccccc1NC(=O)COC(=O)CSCC(=O)Nc1cc(C)on1
    -0.3%	0.8%	4.0%	1.0%	i	0.2%	-2.6%	-3.8%	0.7
> c1ccc2c3c([nH]c2c1)C1(CCCCC1)NCC3
    6.3%	-5.1%	0.0%	0.9%	i	-0.8%	14.7%	31.1%[activator]	-4.3
> Cc1ccc(S(=O)(=O)N2CC(=NN=C(N)N)C2)cc1
    -4.6%	1.6%	0.7%	?	i	-0.5%	1.0%	2.5%	-0.3
> COc1ccc(C2CC(O)(c3ccccc3)Oc3cc(OC)c(OC)c(OC)c32)cc1 (centres undefined)
    5.5%	?	?	0.5%	i	-0.7%	?	?	0.7
> CCN(CC)C(=O)C(=O)N/N=C/c1ccc(C(=O)OC)cc1
    10.2%	3.1%	-1.0%	2.2%	i	0.0%	5.3%	4.1%	1.6
> c1ccc(CCNc2ncnc3scc(C4COc5ccccc5O4)c23)cc1 (centres undefined)
    11.9%	?	-24.1%	1.5%	i	0.2%	15.8µM*	7.8%	2.2
> c1ccc2c(c1)OCCOCCOc1ccccc1OCCOCCO2
    1.6%	-10.2%	-6.2%	2.2%	i	-0.3%	0.0%	-1.6%	-6.5
> CSCCC(NS(=O)(=O)/C=C/c1ccccc1)C(=O)O (centres undefined)
    5.3%	-3.8%	8.9%	1.0%	i	5.3%	13.2%	1.1%	1.8
> Cc1ccc(S(=O)(=O)NCC(=O)Nc2cccc([N+](=O)[O-])c2)cc1
    -2.5%	0.5%	-0.6%	2.6%	i	?	-24.1%	1.3%	-1.0
> CN1CCC/C1=C1/C(=O)N(c2ccccc2)N=C1NC(=O)Nc1cccc(Cl)c1
    -16.6%	3.8%	1.2%	-2.9%	i	2.5%	-11.2%	5.3%	-8.1
> O=C(CSCc1cccc(Cl)c1)NCc1ccc2c(c1)OCO2
    10.5%	?	15.2%	-3.3%	i	5.1%	-14.4%	-9.2%	1.4
> Cc1ccc(NC(=O)COC(=O)c2ccc(Cl)cc2)cc1S(=O)(=O)N(C)C
    15.6%	3.3%	-11.8%	-6.0%	i	-0.6%	-16.2%	-6.5%	-0.6
> O=C(OCc1nc2ccccc2s1)c1ccccc1O
    24.8%	13.3%	11.7%	1.4%	i	20.7%	-14.7%	-14.6%	-2.7
> CCC(C(=O)NC(C)(C)C)N(Cc1ccco1)C(=O)CNS(=O)(=O)c1ccc(OC)cc1 (centres undefined)
    2.2%	-1.5%	-7.6%	0.0%	i	-0.3%	0.6%	8.0%	-0.8
> CCOC(=O)c1c(-c2ccc(C)o2)csc1NC(=O)COC(=O)c1ccc(NC(N)=O)cc1
    2.8%	16.4µM*	-11.4%	?	i	19.5%	-17.5%	-1.0%	-0.7
> Cn1c(=O)c2ccccc2n2c(CCl)nnc12
    7.6%	?	?	-7.7%	i	?	-4.5%	6.3%	1.1
> Cc1cc(SCC(=O)N(CC(C)C)c2c(N)n(CC(C)C)c(=O)[nH]c2=O)nc2ccccc12
    -7.2%	8.7%	15.4%	0.5%	i	2.1%	-0.3%	43.5%[activator]	-0.6
> CCC(=O)Nc1ccc(C(=O)OCc2ccccc2)cc1
    2.5%	12.9%	0.3%	1.1%	i	-0.8%	-12.7%	-4.0%	1.2
> CC(CCC(=O)O)C1CC[C@@]2(C)C3C(=O)CC4C(C)(C)C(O)CC[C@]4(C)C3C(=O)C[C@]12C (some centres undefined)
    2.9%	-12.0%	-2.5%	0.9%	i	-0.4%	-0.9%	6.5%	-0.1
> COc1cccc(C(=O)/C=C/c2ccc(N3CCCCC3)c([N+](=O)[O-])c2)c1
    17.4%	?	-4.4%	0.5%	i	?	-19.5%	-2.0%	-1.8
> Cc1cc(C(=O)OCC(=O)Nc2cccc(S(N)(=O)=O)c2)c(C)o1
    -7.5%	-14.2%	-0.4%	0.8%	i	2.9%	-29.0%	-2.5%	1.2
> Cc1cc(NS(=O)(=O)c2ccc(NC(=O)CSc3nc4ncccc4[nH]3)cc2)nc(C)n1
    14.5%	7.4%	2.2%	6.0%	i	-0.4%	-9.9%	9.9%	-0.3
> c1ccc(CNc2ncnc3nc[nH]c23)nc1
    5.1%	1.8%	0.2%	1.9%	i	-0.1%	-17.3%&7.7%	-1.5%	-0.9
> Cn1cc(/C=C2\SC(=O)N(c3ccc(O)cc3)C2=O)c2ccccc21
    5.2%	-12.8%	?	-2.5%	i	5.0%	?	4.1%	-1.5
> CNc1c(NS(=O)(=O)c2ccc(F)c(Cl)c2)c(=O)oc2ccccc12
    11.7%	-8.7%	1.4%	0.1%	i	4.4%	-34.0%	12.6%	-1.4
> O=C(c1cc(-c2ccccc2Cl)nc2ccccc12)N1CCC1
    12.8%	-7.5%	-10.2%	-2.3%	i	0.4%	0.0%	10.2%	-28.7
> CS(=O)(=O)N1CCN(C(=O)c2cccnc2)CC1
    13.3%	-14.1%	-10.4%	-1.0%	i	-0.9%	2.3%	-2.0%	-4.5
> C=CCn1c(C)cc(C(=O)COC(=O)CCc2cc(OC)c(OC)c(OC)c2)c1C
    -0.9%	11.6%	-2.2%	2.6%	i	-0.2%	0.5%	-11.1%	0.7
> CCS(=O)(=O)N1CCc2cc(C(=O)NCc3ccc(OC)cc3)ccc21
    ·	?	-8.4%	·	·	-0.3%	-10.4%	·	·
> CCOC(=O)CCn1cnc2onc(-c3cc(OC)ccc3Cl)c2c1=O
    ·	-16.5%	4.0%	·	·	-1.1%	-24.7%	·	·
> CCN(C(=O)COC(=O)c1cc2c(s1)CCCC2)c1c(N)n(Cc2ccccc2)c(=O)[nH]c1=O
    -8.5%	2.1%	1.7%	-0.5%	i	0.2%	-16.1%	43.4%[activator]	0.7
